GASC1 inh: inhibitors of GASC-1 (KDM4C) histone demethylase, primary screen, biochemical, single concentration HTS. hit rate 0.15% among 96,000. GST-KDM4C 2-372, H3K9me3 peptide, LANCE TR-FRET. inhibition, % at 12.5 µM;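 active means mean replicate inhibition above about 25%, with at least 55% of replicates also reaching it, limit read from the data, passing the limit was not always enough; inconclusive means only one of those two conditions met; inactive means neither condition met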
Target sequence (Q9H3R0 2-372 limits assumed): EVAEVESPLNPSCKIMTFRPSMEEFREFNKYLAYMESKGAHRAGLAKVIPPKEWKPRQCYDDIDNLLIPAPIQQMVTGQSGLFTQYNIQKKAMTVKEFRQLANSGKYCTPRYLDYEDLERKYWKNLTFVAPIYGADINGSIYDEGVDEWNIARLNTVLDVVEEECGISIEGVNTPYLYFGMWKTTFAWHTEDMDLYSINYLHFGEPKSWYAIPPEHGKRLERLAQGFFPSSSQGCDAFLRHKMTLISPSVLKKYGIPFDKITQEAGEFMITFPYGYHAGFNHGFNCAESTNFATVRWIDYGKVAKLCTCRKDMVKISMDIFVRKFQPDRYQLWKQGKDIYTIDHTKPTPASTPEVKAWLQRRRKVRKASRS
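Material: GST-tagged GASC-1 (JMJD2C) catalytic fragment, aa 2-372 / Quantity: enzyme final amount 10 nM / Medium: HEPES buffer, pH 7.5, plus ascorbate / Doses: one test concentration per compound / Incubation: 30 min reaction, 60 min detection, RT / Measured by: LANCE TR-FRET / Read-out: inhibition from TR-FRET ratio decrease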
Pf Dd2 inh: P. falciparum Dd2 growth inhibitors, primary screen, SYBR Green fluorescence, single dose replicates; AID 1159554, 2015; 72 h; hits give low values; activity change, % at 10 µM; hit rate 2.3% among 94,000; in the data active means activity change below about -80%; inconclusive means no clear call, values can overlap the other calls
T cruzi growth: T. cruzi intracellular proliferation inhibitors, primary screen, cell-based, beta-gal Tulahuen parasites, NIH3T3 host, luminescence; T. cruzi beta-gal in NIH3T3, GalScreen luminescence, 90 h; inhibition, % at 8.34 µM; hit rate 5.9% among 77,000;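 active means mean inhibition above about 93%, with at least 55% of replicates each passing it, limit read from the data, passing the limit was not always enough; inconclusive means only one of those two conditions holds; inactive means neither condition holds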
C diff HTS: C. difficile growth inhibitors, primary screen, HTS; growth activity, negative = inhibition, % at 16 µg/mL (by protocol); hit rate 0.25% among 86,000; Clostridium difficile clinical isolate growth, OD600, 24 h; hits give low values; AID 1259249, 2017;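 active means mean growth activity at or below -80% and every replicate also at or below -80%; inconclusive means mean at or below -80% but some replicate above -80%; inactive means mean growth activity above -80%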;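 further: 0% = DMSO wells and -100% = levofloxacin 16 µg/mL wells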
Active calls of the source: *; ? = inconclusive; · = no result given; & = joins results of further samples.

SMILES | GASC1 inh | Pf Dd2 inh | T cruzi growth | C diff HTS
CC(C)(C)S(=O)N1Cc2cc(C(=O)NCc3ccc4c(c3)OCO4)nc(-c3cccc(C#CCC4CCCC4)c3)c2[C@H]1CCO (stereo partly specified) | · | -70 | · | 8
CC(C)NC(=O)Nc1cccc2c1O[C@H](CN(C)S(=O)(=O)c1ccccc1)[C@@H](C)CN([C@H](C)CO)C2=O | -0.2 | -10 | 56 | 0
C[C@H]1CN([C@@H](C)CO)C(=O)c2cc(NS(=O)(=O)c3cn(C)cn3)ccc2O[C@@H]1CN(C)C(=O)Nc1ccccc1 | -0.5 | 15 | 40 | -2
C[C@@H](O)C#Cc1ccc([C@H]2[C@@H](CO)N3CCCCN(C(=O)c4ccc5c(c4)OCO5)C[C@H]23)cc1 | -0.7 | 38 | 38 | 13
O=C([C@H]1[C@H](CO)[C@H]2Cn3c(cccc3=O)[C@@H]1N2S(=O)(=O)c1ccccc1F)N1CCOCC1 | -0.5 | · | 23 | -5
C[C@@H]1CN([C@H](C)CO)C(=O)Cc2cc(NC(=O)Nc3ccc(C(F)(F)F)cc3)ccc2O[C@@H]1CN(C)Cc1ccc2c(c1)OCO2 | -0.3 | 6 | 4 | 17
COc1ccc(CN(C)C[C@@H]2Oc3ccc(NC(=O)CCC(F)(F)F)cc3CC(=O)N([C@@H](C)CO)C[C@@H]2C)cc1 | -0.7 | 9 | 21 | 0
COc1ccc(S(=O)(=O)Nc2ccc3c(c2)CC(=O)N([C@@H](C)CO)C[C@@H](C)[C@H](CN(C)C(=O)Nc2cccc4ccccc24)O3)cc1 | 0.3 | -23 | · | 0
C[C@@H]1CN([C@@H](C)CO)S(=O)(=O)c2ccc(Br)cc2O[C@H]1CN(C)C(=O)Cc1cccnc1 | 2.6 | · | -22 | 2
C[C@@H]1CN([C@@H](C)CO)C(=O)c2cc(C#Cc3ccccc3F)cnc2O[C@H]1CN(C)S(=O)(=O)c1ccccc1 | -1.2 | -27 | 121* | -3
C[C@@H]1CN([C@H](C)CO)C(=O)c2cc(/C=C/c3ccccc3)cnc2O[C@@H]1CN(C)C(=O)C1CCCCC1 | -0.1 | -71 | 30 | -8
O=C(C[C@H]1CC[C@H](NC(=O)c2ccccn2)[C@H](CO)O1)NCc1cc(F)cc(F)c1 | 0.8 | -12 | 4 | -2
O=C(CCN1CCCCC1)N[C@H]1CC[C@H](CCNS(=O)(=O)c2ccccc2)O[C@@H]1CO | -2.0 | -8 | -21 | ·
C[C@@H]1CCCCO[C@H](CN(C)C(=O)CCCN(C)C)[C@@H](C)CN([C@H](C)CO)C(=O)c2cc(NC(=O)Nc3ccc(C(F)(F)F)cc3)ccc2O1 | 0.3 | 16 | 79 | ·
CO[C@@H]1CN(C)C(=O)c2cc(NC(=O)c3ccc(F)cc3)ccc2OC[C@@H](C)N(C(C)=O)C[C@@H]1C | 1.4 | 12 | -23 | 0
CC(C)NC(=O)Nc1ccc2c(c1)CC(=O)N([C@@H](C)CO)C[C@H](C)[C@H](CN(C)Cc1ccc(-c3ccccc3)cc1)O2 | 1.1 | -25 | 64 | 54
Cc1noc(C)c1S(=O)(=O)N(C)C[C@@H]1Oc2ccc(NS(C)(=O)=O)cc2C(=O)N([C@H](C)CO)C[C@@H]1C | · | 21 | 59 | ·
COc1ccc(S(=O)(=O)N(C)C[C@@H]2Oc3ccc(NC(=O)Nc4ccc(C(F)(F)F)cc4)cc3CC(=O)N([C@@H](C)CO)C[C@@H]2C)cc1 | 9.0 | -1 | -38 | 11
CNC(=O)C[C@H]1CC[C@@H]2[C@@H](COc3ccc(NC(=O)C4CCCCC4)cc3C(=O)N2C)O1 | 4.0 | -15 | -14 | 1
C[C@H]1CN([C@@H](C)CO)C(=O)c2c(c3ccccc3n2C)-c2ccccc2CO[C@H]1CN(C)C(=O)c1ccccc1 | -1.4 | -38 | -127 | ·
COc1ccc(S(=O)(=O)N(C)C[C@@H]2OCCCC[C@@H](C)Oc3ccc(NS(=O)(=O)c4cn(C)cn4)cc3C(=O)N([C@@H](C)CO)C[C@H]2C)cc1 | 5.4 | -37 | 2 | ·
C[C@@H]1CN([C@H](C)CO)S(=O)(=O)c2ccc(Br)cc2O[C@@H]1CN(C)Cc1ccccc1 | 2.9 | -7 | -4 | 1
O=C([C@@H]1[C@@H](CO)[C@@H]2Cn3c(ccc(-c4cncnc4)c3=O)[C@@H]2N1C(=O)C1CCC1)N1CCCCC1 | 5.5 | 34 | · | -3
CCCN1C[C@H](C)[C@H](OC)CN(C)C(=O)c2cc(NC(=O)c3cccc(OC)c3)ccc2OC[C@H]1C | 0.0 | · | 16 | ·
COCC(=O)NC[C@H]1[C@@H](c2ccc(C3=CCCC3)cc2)[C@H](CO)N1C(=O)C1CC1 | 3.0 | 7 | 69 | -6

(continued)
SMILES | GASC1 inh | Pf Dd2 inh | T cruzi growth | C diff HTS
CNC[C@H]1Oc2ccc(NS(C)(=O)=O)cc2C(=O)N([C@H](C)CO)C[C@H]1C | 0.3 | -7 | 17 | 0
O=C(C1CCC1)N1CC[C@@H]2[C@H](CO)Nc3ccc(-c4cccc(F)c4)cc3[C@@H]21 | 1.5 | 18 | ? | 29
C[C@H]1CN([C@@H](C)CO)S(=O)(=O)c2ccc(C3=CCCC3)cc2O[C@@H]1CN(C)Cc1cccc(C(=O)O)c1 | · | -31 | 84 | -4
C[C@@H]1CCCCO[C@@H](CN(C)S(=O)(=O)c2cn(C)cn2)[C@@H](C)CN([C@@H](C)CO)C(=O)c2cc(NS(=O)(=O)c3ccc(F)cc3)ccc2O1 | -0.8 | 19 | 44 | 9
Cc1cccc(S(=O)(=O)N2CCCCN3[C@H](CO)[C@@H](c4ccc(C#C[C@H](C)O)cc4)[C@@H]3C2)c1 | -0.2 | -33 | 80 | 2
C[C@H](CO)N1C[C@H](C)[C@H](CN(C)S(=O)(=O)c2cn(C)cn2)Oc2ccc(NC(=O)C3CC3)cc2CC1=O | 1.7 | 12 | 5 | -3
COc1ccc(S(=O)(=O)N(C)C[C@@H]2Oc3ccc(NS(C)(=O)=O)cc3C(=O)N([C@H](C)CO)C[C@H]2C)cc1 | -0.2 | -9 | 16 | -1
CCS(=O)(=O)Nc1ccc2c(c1)C(=O)N(C)C[C@H](OC)[C@@H](C)CN(C(=O)NC(C)C)[C@H](C)CO2 | -0.4 | 52 | 17 | ·
COc1ccc2c3c(n(C)c2c1)[C@@H](CO)N(C(=O)NC(C)C)CC31CCN(Cc2nccs2)CC1 | · | -2 | · | -9
C[C@@H]1CN([C@H](C)CO)C(=O)Cc2cc(NS(=O)(=O)c3ccc(Cl)cc3)ccc2O[C@@H]1CN(C)C(=O)Nc1ccc2c(c1)OCO2 | -3.1 | 17 | 20 | ·
C[C@@H]1CN([C@@H](C)CO)C(=O)c2cccc(NC(=O)c3ccc(-c4nccs4)cc3)c2O[C@@H]1CN(C)C(=O)NC1CCCCC1 | 4.8 | -41 | 76 | ·
C[C@H](CO)N1C[C@H](C)[C@@H](CN(C)Cc2ccncc2)OCCCC[C@H](C)Oc2ccc(NC(=O)Nc3cccc4ccccc34)cc2C1=O | -2.2 | 27 | 43 | -4
O=C(NCC[C@H]1CC[C@@H](NC(=O)c2ccncc2)[C@H](CO)O1)Nc1ccc(Cl)cc1 | 0.4 | -15 | -21 | 7
CC(C)CC#Cc1ccc2c(c1)O[C@H](CN(C)C(=O)Cc1cccnc1)[C@H](C)CN([C@@H](C)CO)S2(=O)=O | -0.4 | -6 | · | 2
O=C(C[C@H]1CC[C@@H]2[C@H](COC[C@H](O)CN2C(=O)Nc2ccc(F)cc2)O1)NCCCN1CCOCC1 | -0.6 | 15 | -72 | -1&-8
CCCNC(=O)C[C@@H]1C[C@@H]2c3cc(NS(=O)(=O)c4ccc(F)cc4)ccc3O[C@@H]2[C@H](CO)O1 | -2.0 | 17 | -2 | -1
CCC(=O)N(C)C[C@@H]1Oc2ncc(-c3ccccc3C)cc2C(=O)N([C@@H](C)CO)C[C@H]1C | -0.2 | 19 | -9 | 0
C[C@@H]1CCCCO[C@H](CN(C)C(=O)Cc2ccccc2)[C@@H](C)CN([C@H](C)CO)C(=O)c2cc(NS(=O)(=O)c3ccccc3)ccc2O1 | -1.0 | -12 | · | ·
C[C@H]1CCCCO[C@H](CN(C)S(=O)(=O)c2cccs2)[C@@H](C)CN([C@@H](C)CO)C(=O)c2cc(NS(=O)(=O)c3ccc(Cl)cc3)ccc2O1 | -0.6 | -58 | 103* | 4
CN(C)C(=O)c1ccc(-c2ccc([C@@H]3[C@H]4CN(S(C)(=O)=O)CCCCN4[C@H]3CO)cc2)cc1 | -1.3 | 34 | 27 | -2
COc1ccc(CN(C)C[C@H]2Oc3ccc(NC(=O)CCCCCC(=O)Nc4ccccc4N)cc3CC(=O)N([C@@H](C)CO)C[C@@H]2C)cc1 | 3.3 | -64 | · | -11
Cc1ccc(S(=O)(=O)N[C@@H]2C=C[C@@H](CC(=O)NCCCN(C)C)O[C@@H]2CO)cc1 | 1.8 | 11 | -45 | 1
C[C@@H]1CN([C@H](C)CO)C(=O)c2cc(NC(=O)NC3CCCCC3)ccc2O[C@@H](C)CCCCO[C@H]1CN(C)C(=O)NC1CCCCC1 | 0.5 | -50 | 54 | 7
COc1cccc(NC(=O)N[C@@H]2CC[C@@H](CC(=O)N3CCOCC3)O[C@H]2CO)c1 | 1.1 | -3 | -16 | 4
C[C@H]1CN([C@@H](C)CO)S(=O)(=O)c2ccc(-c3ccc(F)cc3)cc2O[C@@H]1CN(C)C(=O)C1CCCCC1 | -2.5 | -15 | 99* | 14

Given with each value named: entries from further up.
> C[C@@H]1CCCCO[C@H](CN(C)C(=O)Cc2ccccc2)[C@@H](C)CN([C@H](C)CO)C(=O)c2cc(NS(=O)(=O)c3ccccc3)ccc2O1
  GASC1 inh = -1.0; Pf Dd2 inh = -12; T cruzi growth = ·; C diff HTS = ·
> C[C@H]1CCCCO[C@H](CN(C)S(=O)(=O)c2cccs2)[C@@H](C)CN([C@@H](C)CO)C(=O)c2cc(NS(=O)(=O)c3ccc(Cl)cc3)ccc2O1
  GASC1 inh = -0.6; Pf Dd2 inh = -58; T cruzi growth = 103*; C diff HTS = 4

Back to the main list, repeating the 4 entries before the break.
SMILES | GASC1 inh | Pf Dd2 inh | T cruzi growth | C diff HTS
Cc1ccc(S(=O)(=O)N[C@@H]2C=C[C@@H](CC(=O)NCCCN(C)C)O[C@@H]2CO)cc1 | 1.8 | 11 | -45 | 1
C[C@@H]1CN([C@H](C)CO)C(=O)c2cc(NC(=O)NC3CCCCC3)ccc2O[C@@H](C)CCCCO[C@H]1CN(C)C(=O)NC1CCCCC1 | 0.5 | -50 | 54 | 7
COc1cccc(NC(=O)N[C@@H]2CC[C@@H](CC(=O)N3CCOCC3)O[C@H]2CO)c1 | 1.1 | -3 | -16 | 4
C[C@H]1CN([C@@H](C)CO)S(=O)(=O)c2ccc(-c3ccc(F)cc3)cc2O[C@@H]1CN(C)C(=O)C1CCCCC1 | -2.5 | -15 | 99* | 14
OC[C@H]1[C@@H]2c3ccccc3NC[C@@H]2N1CC1CCCCC1 | -1.5 | -48 | -9 | 6
COc1ccc(NC(=O)N(C)C[C@@H]2Oc3c(NC(=O)NC4CCCCC4)cccc3C(=O)N([C@@H](C)CO)C[C@H]2C)cc1 | -1.6 | -8 | 17 | 2
CC(=O)N1CC2(C1)[C@@H](c1ccc(-c3ccc(C#N)cc3)cc1)[C@@H](CO)N2CCC(F)(F)F | -2.4 | -53 | · | -8
C[C@@H]1CN([C@@H](C)CO)C(=O)c2cc(-c3cccc(F)c3)cnc2O[C@@H]1CN(C)Cc1cncnc1 | 1.2 | 7 | 61 | -1
Cc1ccc(S(=O)(=O)Nc2ccc3c(c2)C(=O)N([C@@H](C)CO)C[C@@H](C)[C@H](CN(C)C(=O)Nc2cccc4ccccc24)OCCCC[C@H](C)O3)cc1 | -10 | -82* | ? | -7
CN(C)C(=O)c1cc2c(c(-c3cccc(-c4ccccc4)c3)n1)[C@H](CCO)N([S@@](=O)C(C)(C)C)C2 | -0.8 | 23 | · | -8
C[C@H](CO)N1C[C@H](C)[C@H](CN(C)CC2CC2)Oc2ccc(NC(=O)C3CC3)cc2C1=O | -0.4 | 1 | 7 | -2
C[C@H](CO)N1C[C@H](C)[C@H](CN(C)Cc2ccncc2)Oc2ccc(NC(=O)Nc3ccc4c(c3)OCO4)cc2C1=O | 0.3 | -35 | 117* | 8
CO[C@H]1CN(C)C(=O)c2cc(NC(=O)C3CC3)ccc2OC[C@@H](C)N(C(=O)NC(C)C)C[C@H]1C | 1.1 | 2 | 49 | ·
O=C(c1ccccn1)N1CC2(C1)[C@H](c1ccccc1)[C@H](CO)N2C(=O)C1CCC1 | -1.7 | 8 | · | -1
C[C@H](CO)N1C[C@H](C)[C@@H](CN(C)C(=O)Nc2ccc3c(c2)OCO3)Oc2ccc(N(C)C)cc2C1=O | · | -6 | 27 | 2
CO[C@@H]1CN(C)C(=O)c2ccc(NC(=O)C3CCC3)cc2OC[C@H](C)N(Cc2ccncc2)C[C@H]1C | 5.0 | · | 15 | ·
